Source: PubChem (National Center for Advancing Translational Sciences (NCATS))
PI5P4K alpha inh: qHTS for Inhibitors of phosphatidylinositol 5-phosphate 4-kinase (PI5P4K) | Phosphatidylinositol 5-phosphate 4-kinase type-2 alpha (Homo sapiens), P48426 | PI5P4Kalpha enzyme, ADP-Glo luminescence, 60 min; active compounds read low | max response, % | hit rate 1.2% among 330,000 | AID 652105, 2013; active means max response of -50% or lower; inconclusive means between -30% and -50%; inactive means -30% or higher; further: value at the top dose of about 77 µM; on the % scale 0 is the no-effect control and ±100 the full control effect
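Human PI5P4Kalpha with substrate in 0.038 M HEPES pH 7.4, 0.28 mM EGTA, 0.1% CHAPS, 5% DMSO; reaction started with 5 microM ATP (final), 60 min at room temperature. ADP formed read by ADP-Glo luminescence.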
EPAC1 antagonist: qHTS for Antagonist of cAMP-regulated guanine nucleotide exchange factor 3 (EPAC1): primary screen | Rap guanine nucleotide exchange factor 3 (Homo sapiens), O95398 | EPAC1 GEF assay, Rap1b-BODIPY-GDP exchange fluorescence | Potency, µM (titrated, usually from 115 µM), for the others: at the highest dose activity change, negative = inhibition, most hits filed as inhibitors | hit rate 0.14% among 360,000 | AID 720709, 2013;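 further: potency means the concentration at half of the fitted maximal effect; plate controls were vehicle for no effect and positive control for full effect; nearly all actives have a fitted effect of over 50% in size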
GLP1R inv ag: qHTS of GLP-1 Receptor Inverse Agonists (Inhibition Mode); Glucagon-like peptide 1 receptor (Homo sapiens), P43220; Potency, µM (series often up to 38.3 µM), without a hit: at the top dose activity change, negative = inhibition, most hits filed as inhibitors; AID 624417, 2012; hit rate 1.6% among 410,000; HEK293 GLP-1R CRE-luciferase, luminescence, 24 h; GLP-1R form is constitutively active; further: potency means the concentration at half of the fitted maximal effect; on the % scale 0 is the no-effect control and ±100 the full control effect; nearly all actives have a fitted effect of over 55% in size
Target sequence (P43220 whole entry, looked up): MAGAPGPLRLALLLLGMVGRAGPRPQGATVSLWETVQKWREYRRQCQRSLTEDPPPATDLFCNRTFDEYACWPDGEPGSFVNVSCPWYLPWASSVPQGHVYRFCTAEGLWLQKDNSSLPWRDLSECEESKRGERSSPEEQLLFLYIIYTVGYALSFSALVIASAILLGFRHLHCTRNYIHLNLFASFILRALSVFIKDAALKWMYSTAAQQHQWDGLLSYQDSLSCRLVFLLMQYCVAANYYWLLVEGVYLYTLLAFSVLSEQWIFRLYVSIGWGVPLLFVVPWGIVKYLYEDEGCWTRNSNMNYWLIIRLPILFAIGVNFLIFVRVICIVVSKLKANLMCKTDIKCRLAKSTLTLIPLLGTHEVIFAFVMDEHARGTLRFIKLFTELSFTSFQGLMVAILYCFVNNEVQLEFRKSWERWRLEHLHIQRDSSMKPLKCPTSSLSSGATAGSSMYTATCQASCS
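HEK293 cells stably co-expressing constitutively active GLP-1R and a cAMP-responsive luciferase reporter were seeded in DMEM with 10% Nu serum, given compounds after 12 h, and incubated 24 h at 37 deg C. Luminescence was then read.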
PTHR1 agonist: qHTS for PTHR1 Agonists: Primary Screen | HEK293 GP2 PTHR1 cells, GloSensor cAMP luminescence, 1 h | Potency, µM (doses to about 115 µM), for inactives: at the top dose activation, hits mostly activators | hit rate 0.075% among 410,000 | AID 743266, 2014; further: potency means the concentration at half of the fitted maximal effect; nearly all actives have a fitted effect of over 55% in size; some results filed as inactive show a strong effect at the top dose; inactives centre near -15; many of its hits are not listed in these tables
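HEK-293-derived GP2 cells expressing PTHR1 and a GloSensor cAMP reporter, 3,000/well, plated overnight, given luciferin plus IBMX (each 0.5 mM as added) for 1 h at 37 °C, then compound for 1 h at 37 °C. Luminescence was read after 15 min at room temperature.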
IL-2 act: qHTS of IL-2 Activators. IL-2 activation reporter assay, cell-based qHTS; stimulated with anti-CD3/CD4/CD28 beads; in transgenic mouse T cells. activation, % (series mostly up to about 46 µM). hit rate 0.065% among 360,000; in the data active means activation above about 50%; inconclusive means mostly about 30% to 49%; further: 0% is about no effect
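Unstimulated transgenic mouse T cells, 750 per well, received compound and, after 60 minutes, anti-CD3/anti-CD4 bead plus anti-CD28 stimulation. EGFP and DsRed were quantified after 18 hours.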
HEK293 tox: qHTS of GLP-1 Receptor Inverse Agonists: Cytotox Screen. HEK293 cAMP-luciferase reporter cells, luminescence, 24 h. Potency, µM (series often up to 38.3 µM), for inactives: top-dose activity change, negative = inhibition, actives largely listed as inhibitors. hit rate 0.13% among 410,000;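 further: loss of luciferase light is scored as toxicity; potency means the concentration at half of the fitted maximal effect; on the % scale 0 is the no-effect control and ±100 the full control effect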
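Luminescence readout: signal drop marks cytotoxicity. Plated cells grew 12 h at 37 °C, 5% CO2, received 23 nL compound for 24 h, then got luciferase reagent, read after 12 min at RT.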
GLP-1R agonist: qHTS of GLP-1 Receptor Agonists. hit rate 0.007% among 380,000. Potency, µM (series often up to 45.6 µM), without a hit: at the top dose activation, actives largely listed as activators. Glucagon-like peptide 1 receptor (Homo sapiens), P43220. HEK293 GLP-1R CRE-luciferase, luminescence, 4-6 h; cells express a hypersensitive GLP-1R form. AID 624172, 2012; further: potency means the concentration at half of the fitted maximal effect; % of control where 0% means no effect
PLK1 PBD block: qHTS for Inhibitors of PLK1-PDB (polo-like kinase 1 - polo-box domain): Primary Screen. hit rate 2.8% among 360,000. AID 720504, 2013. Potency, µM, without a hit: max response, negative = inhibition, most hits filed as inhibitors. Plk1 PBD binding of FITC phosphopeptide, fluorescence polarization; further: potency means the concentration at half of the fitted maximal effect; series mostly up to about 57 µM; on the % scale 0 is the no-effect control and ±100 the full control effect; nearly all actives have a fitted effect of over 65% in size
Target sequence (P53350 whole entry, looked up, the tested form may be a part): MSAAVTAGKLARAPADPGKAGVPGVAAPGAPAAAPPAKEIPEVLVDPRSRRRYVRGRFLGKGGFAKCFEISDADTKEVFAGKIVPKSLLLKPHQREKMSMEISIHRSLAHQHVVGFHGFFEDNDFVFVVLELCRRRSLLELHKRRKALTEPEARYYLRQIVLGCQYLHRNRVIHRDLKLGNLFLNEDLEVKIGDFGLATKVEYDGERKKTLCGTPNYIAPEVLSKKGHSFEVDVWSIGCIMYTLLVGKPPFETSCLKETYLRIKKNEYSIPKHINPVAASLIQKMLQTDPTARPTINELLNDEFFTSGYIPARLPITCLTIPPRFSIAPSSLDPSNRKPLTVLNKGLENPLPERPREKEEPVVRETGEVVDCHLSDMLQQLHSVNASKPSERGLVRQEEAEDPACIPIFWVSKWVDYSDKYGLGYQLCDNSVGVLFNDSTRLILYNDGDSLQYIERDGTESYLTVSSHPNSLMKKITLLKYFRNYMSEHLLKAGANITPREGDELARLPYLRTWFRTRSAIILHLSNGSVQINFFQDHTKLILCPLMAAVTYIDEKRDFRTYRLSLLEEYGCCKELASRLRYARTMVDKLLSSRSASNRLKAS
EPAC1 agonist: qHTS for Agonist of cAMP-regulated guanine nucleotide exchange factor 3 (EPAC1): primary screen. AID 720707, 2013. Rap guanine nucleotide exchange factor 3 (Homo sapiens), O95398. Potency, µM (top dose mostly 154 µM), inactives show top-dose activation, usual class: activators. hit rate 0.073% among 360,000. EPAC1 agonist qHTS, biochemical assay; response scale: 100% = response to 6.5 mM cAMP; further: potency means the concentration at half of the fitted maximal effect; nearly all actives have a fitted effect of over 60% in size
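Nucleotide exchange by EPAC1 (100 nM) on Rap1B–BODIPY-GDP (250 nM) in the presence of 50 uM GDP is tracked fluorescently at 480/540 nm over 30 min. Signals are normalized to a 6.5 mM cAMP control.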
* = called active by the depositor; i = inactive; u = inconclusive; x = not tested or not shown; [ ] = another dose, or the depositor's remark. Unless noted, the call rests on the fitted dose curve; in most records, active means well fitted curve in the direction sought with a large enough effect; inconclusive means small, poorly fitted or top-dose-only effect, or another doubt; inactive means no such curve, though single readings can be large; an effect the other way counts as inactive or inconclusive.

Order of results: PI5P4K alpha inh	EPAC1 antagonist	GLP1R inv ag	PTHR1 agonist	IL-2 act	HEK293 tox	GLP-1R agonist	PLK1 PBD block	EPAC1 agonist
CC(=O)Oc1ccc(N2C(=O)C3C(C2=O)C2C=CC3C23CC3)cc1[N+](=O)[O-] (stereo not drawn)
→ 3	-8%	7%	i	-0.5	-32%	0%	-11%	6%
Cc1nc(CN(C)C(=O)C2CCC(=O)N(CCc3cccc(F)c3)C2)cs1 (stereo not drawn)
→ 8	3%	10%	i	-2.3	-1%	-4%	-2%	-6%
Cc1cc(C)nc(NS(=O)(=O)c2ccc(N/C=C\C(=O)c3cccs3)cc2)n1
→ -8	-10%	20%	-9%	-0.5	32%[activator]	6%	27µM*	-9%
O=C1CCN(Cc2cccnc2)CCN1[C@H](CO)c1ccccc1
→ -1	-7%	11%	-11%	0.2	-21%	-7%	-8%	10%
CC1CN(c2ccc(S(=O)(=O)N3CCOCC3)cn2)CC(C)O1 (stereo not drawn)
→ -3	2%	12%	9%[57.5 µM]	0.2	8%	1%	1%	5%
COc1ccc(C2NC(=S)NC3=C2CCCC3=C2SCCS2)cc1 (stereo not drawn)
→ -18	18%	63%[activator]	-12%	0.8	-2%	10%	-19%	7%
Nc1cccc2cc(-c3ccccc3)oc12
→ 9	-29%	-5%	-30%[inhibitor]	0.5	4%	13%	4%	19%
CCCCn1c(SCC(=O)Nc2cc(C)[nH]n2)nc2ccsc2c1=O
→ x	13%	26%	-19%	-0.2	-13%	-5%	-5%	4%
CC(=O)Nc1ccc(NC(=O)C(C)OC(=O)C2CC(=O)N(CCc3ccccc3)C2)cc1 (stereo not drawn)
→ -8	0%	11%	i	-1.6	11%	-4%	-8%	4%
N#C/C(=C\c1cn(Cc2cccc(F)c2)c2ccccc12)C(=O)NCc1ccco1
→ 10	-9%	10%	i	0.9	225%[activator]	1%	-12%	17%
Cc1ccc(-c2nnc(SCC(=O)NCC3CCCO3)n2C)cc1 (stereo not drawn)
→ 1	8%	8%	-17%[57.5 µM]	0.5	-6%	-1%	-9%	-2%
CCOc1cccc(C(=O)Nc2cccc(NC(=O)c3ccco3)c2)c1
→ 4	-2%	-3%[0.307 µM]	-7%	1.6	9%[0.307 µM]	-2%	u	1%
CCCC(C)C(=O)Nc1ccc(S(=O)(=O)N2CCCC2)cc1 (stereo not drawn)
→ -1	-6%	5%	i	0.7	2%	0%	6%	-6%
O=C(Nc1ccc(-c2nc3cc(Cl)ccc3c(=O)o2)cc1)c1ccco1
→ -4	-11%	1%	i	0.2	10%	-2%	-9%	0%
Cc1cccc(NC(=O)c2cnn(C)c2)c1C
→ -2	-3%	-1%	i	-0.3	1%	-1%	-10%	8%
CC(C)Cc1nnc(NC(=O)CCC(=O)Nc2ccccc2)s1
→ -1	-11%	u	i	-2.7	-7%	-4%	-3%	15%
O=C(Nc1cccc(O)c1)c1ccc(C(F)(F)F)cc1
→ -22	6%	-25%	i	0.2	4%	11%	-6%	-3%
O=[N+]([O-])c1ccc2nc(-c3ccc(OC(F)F)cc3)cn2c1
→ -15	-8%	12%	i	1.3	16%	3%	-3%	-3%
O=C(COC(=O)/C=C/c1ccc2c(c1)OCO2)Nc1ccc(S(=O)(=O)N2CCCC2)cc1
→ -7	-4%	8%	i	-3.6	16%	0%	0%	-1%
COc1cccc(C(=O)NC2CC3CCCC(C2)N3Cc2ccc(C)cc2)c1 (stereo not drawn)
→ -1	-22%	u	-2%	2.9	-24%	-2%	-13%	8%
CC(=O)N1CCN(c2ccc(NCc3ccc(F)cc3)cc2)CC1
→ -1	-13%	8%	-73%[inhibitor]	-1.5	-32%	1%	-9%	-2%
Cc1cnc(CNC(=O)CC2C(=O)NCCN2Cc2ccccc2F)cn1 (stereo not drawn)
→ -11	20%	-2%	-24%	-0.3	2%	-2%	-20%	11%
CC1Cc2ccccc2N1CC(=O)Nc1cccc(S(N)(=O)=O)c1 (stereo not drawn)
→ -3	-15%	1%	-11%	-4.1	10%	4%	-12%	6%
CSc1nsc(SC)c1NC(=O)OCCc1ccccn1
→ 9	-1%	-8%	-16%	-1.2	6%	13%	0%	-2%
Cc1nc2cc(-c3ccc(Cl)cc3)nn2c(C)c1CCC(=O)NCc1ccco1
→ 1	-5%	0%	-40%[inhibitor]	-2.7	8%	20%	-20%	-16%
CCOC(=O)c1sc(NC(=O)c2ccccc2F)c(C(N)=O)c1C
→ 3	-13%	27%	-20%	0.1	-5%	9%	-6%	-2%
COc1cc(NC(=S)N2CCN(C)CC2)c(OC)cc1Cl
→ -4	15%	-1%	i	-0.3	0%	-3%	19µM*	-1%
O=C(O)C(NS(=O)(=O)c1cccc2nsnc12)c1ccccc1 (stereo not drawn)
→ 1	-23%	3%	i	-2.2	9%	1%	-10%	2%
COCCCC1CCN(C(=O)CCc2nnc(CCCCc3ccccc3)o2)CC1
→ 0	20%	-21%	-26%	-2.5	-15%	14%	-16%	-1%
Cc1cc(C)c(C#N)c(SCC(=O)OC2CCCCC2)n1
→ 5	-12%	u	u	-1.1	38%[activator]	27%	-4%	12%

(cont.)
Order of results: PI5P4K alpha inh	EPAC1 antagonist	GLP1R inv ag	PTHR1 agonist	IL-2 act	HEK293 tox	GLP-1R agonist	PLK1 PBD block	EPAC1 agonist
COc1ccc(-c2ccnc(SCC(=O)c3ccc(OC)c(OC)c3)n2)cc1
→ -5	6%	16%	-5%	-1.3	6%	21%	-12%	0%
NNC(=O)c1ccc(S(=O)(=O)N2CCc3ccccc32)cc1
→ 2	3%	1%	i	-0.5	-2%	-17%	-9%	7%
NC(=O)c1ccsc1NC(=O)c1ccco1
→ -19	-2%	86%[activator]	i	1.2	1%	3%	-22%	-2%
CC(CCc1ccccc1)NC(=O)C(=O)NCc1ccccc1 (stereo not drawn)
→ 4	-20%	17%	i	0.8	13%	-31%[inhibitor]	-17%	4%
CCOc1ccccc1NC(=O)C1C2CCC3C(CCC21)C3(Cl)Cl (stereo not drawn)
→ 1	-11%	u	-56%[inhibitor]	0.4	4%	-3%	-10%	2%
CC(C)NC(=O)C1(C#N)C=C1c1ccccc1 (stereo not drawn)
→ -8	-12%	-24%	-23%	1.7	-5%	0%	-5%	-12%
CCCCN(CCCC)c1nc2ccccc2nc1NS(=O)(=O)c1ccc(NC(C)=O)cc1
→ x	8%	0%	i	-0.3	3%	7%	-4%	-1%
COc1cccc(C(=O)Nc2c(C)nn(-c3ccccc3)c2C)c1
→ -3	4%	-18%	i	-2.3	-1%	0%	-7%	-4%
CCCCOc1ccc(Cn2c(=O)oc3ccc(C)cc32)cc1
→ x	x	-19%	i	x	1%	-5%	x	x
O=C(Cc1ccc(F)cc1)NCc1cccnc1
→ -1	-24%	20%	i	-1.0	4%	-2%	-1%	-3%
CN1CCN(C(=O)Cn2c(=O)oc3cc(S(=O)(=O)NCc4ccccc4)ccc32)CC1
→ 0	6%	u	17%	0.6	1%	-1%	1%	4%
NC(=O)c1ccccc1NC(=O)/C=C/c1ccccc1
→ -5	-7%	15%	-15%	-0.2	-24%	2%	3%	-6%
COC(=O)CCC(=O)Nc1sc2c(c1C#N)CCCC2
→ -6	-6%	19%	-21%[57.5 µM]	-0.6	-3%	0%	-15%	5%
O=C1/C(=C\c2ccco2)SC(=S)N1Cc1ccccc1
→ -16	2%	u	-3%[57.5 µM]	-1.0	-25%	-8%	-14%	3%
O=C(CNC(=O)OCc1ccccc1)NCC(=O)Oc1ccc([N+](=O)[O-])cc1
→ 6	11%	5%	-5%	0.8	u	-1%	12µM*	4%
Cc1cc(C)c(C)c(C(=O)COC(=O)CNC(=O)CNC(=O)c2ccco2)c1C
→ 5	-4%	5%	-36%[inhibitor]	-3.1	-11%	-2%	-17%	-6%
CC(=O)Nc1ccc(S(=O)(=O)N2CCCC2C(=O)O)cc1 (stereo not drawn)
→ x	7%	3%	-7%[57.5 µM]	-1.8	-4%	-7%	1%	-3%
Cc1c(C(=O)O)oc2ccc(S(=O)(=O)N3CC(C)CC(C)C3)cc12 (stereo not drawn)
→ -10	-1%	7%	-6%	0.1	-6%	4%	-5%	-1%
CC(=O)Nc1ccc(NC(=O)C(C)OC(=O)CNC(=O)c2sc3ccccc3c2Cl)cc1 (stereo not drawn)
→ -11	-18%	23%	5%	0.0	16%	4%	u	8%
CCC1CCCCN1C(=S)NC(=O)c1ccco1 (stereo not drawn)
→ -1	10%	-23%	i	0.6	u	-5%	-4%	3%
COc1cccc(-c2cc(NC=O)c3ncc(-c4cccc(C(=O)NCCN(C)C)c4)n3c2)c1
→ -8	4%	-24%	-16%	-0.4	-3%	2%	-22%	-14%
CC1=NN(c2ccccc2)C(=O)/C1=C\c1sccc1C
→ -6	6%	-7%	-20%	-2.1	u	4%	11µM*	2%
O=C(NCCc1csc(-c2cccnc2)n1)c1ccccc1Br
→ 1	5%	7%	i	-2.1	1%	-1%	-2%	2%
Cc1cc(NC(=O)CCS(=O)(=O)c2ccc(F)cc2)no1
→ -1	4%	1%	i	-1.2	-2%	-6%	-6%	-2%
CCCCc1nnc(NC(=O)CN2C(=O)c3ccccc3C2=O)s1
→ -2	-12%	0%	-12%	0.3	0%	-3%	-5%	-5%
CCCSc1nsc(N)n1
→ x	0%	0%	-36%[inhibitor]	-2.3	4%	-1%	u	10%
CCOC(=O)N1CCN(C(=O)C(=O)NN)CC1
→ 5	-15%	21%	i	0.9	10%	2%	-5%	5%

A portion of the library; count on the stated rates, not on these rows.
